Screens: PubChem, several laboratories
OX1R antag-1: antagonists of human orexin 1 receptor (OX1R); O43613; OX1R-expressing cells, FRET antagonist read-out; inhibition, % at 6.6 µM; hit rate 1.8% among 330,000; AID 485270; in the data active = inhibition mostly above about 38%, no sharp cut-off; inactive = mostly below about 40%;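 note: 0% = agonist challenge alone and 100% = reference antagonist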
Target sequence (O43613 whole entry, looked up): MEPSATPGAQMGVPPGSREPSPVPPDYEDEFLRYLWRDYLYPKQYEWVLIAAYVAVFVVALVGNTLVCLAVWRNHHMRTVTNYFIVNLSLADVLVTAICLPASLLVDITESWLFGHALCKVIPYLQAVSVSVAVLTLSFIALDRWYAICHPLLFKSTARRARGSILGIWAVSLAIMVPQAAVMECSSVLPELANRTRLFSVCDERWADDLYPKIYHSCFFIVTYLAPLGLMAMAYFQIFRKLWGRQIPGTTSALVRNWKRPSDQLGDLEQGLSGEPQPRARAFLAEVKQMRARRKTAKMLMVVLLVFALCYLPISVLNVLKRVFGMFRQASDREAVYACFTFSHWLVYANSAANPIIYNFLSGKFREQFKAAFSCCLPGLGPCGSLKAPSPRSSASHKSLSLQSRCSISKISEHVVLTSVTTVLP
OX1R antag-2: blocks the human orexin 1 receptor. hit rate 0.43% among 330,000. CHO/OX1R cells, Fluo-8 calcium fluorescence, orexin A. inhibition, % at 5 µM. AID 434989. O43613;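 active = inhibition above its plate's threshold, mean inhibition of all tested compounds on the plate plus 3 SD, cut at about 37% in these data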;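 note: 0% = orexin A challenge wells and 100% = SB-334867-A antagonist wells; not every result past the cut was called active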
STK33 kinase inh: human STK33 kinase inhibition | inhibition, % at 10 µM | purified STK33, MBP phosphorylation, ADP-Glo luminescence | Q9BYT3 | hit rate 0.073% among 320,000 | AID 2661;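 active = inhibition at or above 25%, using the most active replicate where run in duplicate; inactive = inhibition below 25%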
Target sequence (Q9BYT3 whole entry, looked up): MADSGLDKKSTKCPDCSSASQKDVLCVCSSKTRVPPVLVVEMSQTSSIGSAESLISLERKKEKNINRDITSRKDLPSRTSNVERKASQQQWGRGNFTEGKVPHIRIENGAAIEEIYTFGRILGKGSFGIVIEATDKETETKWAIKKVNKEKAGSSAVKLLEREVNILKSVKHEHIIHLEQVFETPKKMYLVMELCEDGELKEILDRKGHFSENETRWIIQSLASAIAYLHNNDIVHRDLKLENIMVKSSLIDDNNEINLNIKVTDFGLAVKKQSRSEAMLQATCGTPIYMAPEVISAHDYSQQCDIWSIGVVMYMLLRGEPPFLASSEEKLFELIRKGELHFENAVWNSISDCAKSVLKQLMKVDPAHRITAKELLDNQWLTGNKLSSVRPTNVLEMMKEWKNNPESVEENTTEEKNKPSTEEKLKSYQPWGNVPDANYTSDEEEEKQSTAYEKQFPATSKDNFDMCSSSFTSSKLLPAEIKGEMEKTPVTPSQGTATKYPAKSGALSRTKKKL
Numbers without * were called inactive; · = not tested or not shown.

OX1R antag-1 | OX1R antag-2 | STK33 kinase inh | canonical_smiles
12 | -8 | 0.4 | CC(=O)c1cccc(NC(=O)c2ccc(N(Cc3ccccc3)S(C)(=O)=O)cc2)c1
6 | -25 | 0.7 | Cc1ccc(NC(=O)c2ccc(S(=O)(=O)N3CCCCC3)cc2)nc1
10 | -21 | -1.0 | COc1ccc(C(CC(=O)Nc2ccc(C)cn2)N2Cc3ccccc3C2=O)cc1 (configuration not stated)
13 | -15 | -2.2 | COc1cccc(N(C(=O)CNC(=O)c2ccco2)C(C(=O)NC2CCCC2)c2ccncc2)c1 (configuration not stated)
18 | -30 | -0.8 | Cc1ccc(Cn2cccc2C2=NC(C)CO2)cc1 (configuration not stated)
12 | -13 | -1.3 | CN(CCCN1CCOCC1)C(=O)c1cc(COc2c(F)cccc2F)on1
12 | -3 | -1.2 | CCn1c(SCC(N)=O)nnc1-c1ccc2[nH]c(C)c(C)c2c1
5 | -16 | 0.3 | Cn1c(=O)c2c(nc(NCCCO)n2Cc2cccc(C(F)(F)F)c2)n(C)c1=O
22 | -11 | 0.2 | Cc1ccc(OCC(=O)N/N=C/c2cccnc2)cc1C
14 | 7 | -1.2 | S=C(Nc1cccc(Br)c1)N1CCn2cccc2C1c1cccnc1 (configuration not stated)
92* | 31 | 0.2 | CN(C)c1ccc(NC2=C(Cl)C(=O)c3ccccc3C2=O)cc1
14 | -20 | 0.0 | CC(=O)N1c2ccc(S(=O)(=O)NCCC(=O)NCCc3ccc(Cl)cc3)cc2CC1C (configuration not stated)
11 | -10 | -2.2 | CC(C)C(=O)Nc1cccc(S(=O)(=O)c2cccc(NC(=O)C(C)C)c2)c1
13 | 4 | 0.4 | COCCNC(=O)CN(C(=O)CCC(=O)Nc1ccccn1)c1ccccc1OC
40 | 18 | -1.0 | O=C1C(Cl)=C(Nc2ccccc2)C(=O)c2ccccc21
8 | -7 | -0.6 | COc1ccccc1CNC(=O)COC(=O)c1ccco1
14 | -56 | -0.4 | Cc1cccc(OCC(=O)Nc2ccccc2N2CCCCC2)c1
21 | -12 | · | COc1ccccc1NS(=O)(=O)c1cccc(C(=O)N/N=C/c2ccccc2OCC(=O)O)c1
2 | -20 | -0.9 | Cc1cccc(NC(=S)N(CCc2nc3cc(C)c(C)cc3[nH]2)Cc2cccnc2)c1
33 | -10 | 0.7 | COC(=O)CSc1nc(N2CCCCC2)c2c(c1C#N)CCCC2
6 | -1 | 0.3 | COc1cccc(NC2=NC3(CCCCC3)N=C(N)N2)c1
7 | -7 | -3.1 | COc1cccc(CN2CCNC(=O)C2CC(=O)N(C)CC2CCOCC2)c1 (configuration not stated)
5 | -39 | -0.2 | Cn1c(OCc2ccc3c(c2)OCO3)nc2c1c(=O)n(Cc1ccc(Cl)c(Cl)c1)c(=O)n2C
5 | -4 | -2.3 | COc1ccc(NC(=O)c2ccc(NC3=NC4CS(=O)(=O)CC4S3)cc2)cc1 (configuration not stated)
27 | -32 | -0.4 | O=C(NCCc1ccc(Cl)cc1)C(=O)Nc1cc2c3c(c1)CC(=O)N3CCC2
12 | -2 | · | Cc1nn(C)c(C)c1C1C(C#N)=C(N)OC2=C1C(=O)CCC2 (configuration not stated)
11 | -3 | -0.4 | COc1ccc(NC(=O)Nc2ccon2)c(OC)c1
32 | -12 | -1.1 | COc1ccc(CCNC(=O)c2cc(=O)[nH]c3ccc(Br)cc23)cc1OC
4 | -5 | · | O=C(c1ccc(C(=O)N2CCN(c3ccccc3F)CC2)nc1)N1CCN(c2ccccc2F)CC1
11 | -30 | -2.3 | COc1ccccc1N1CCN(C(=O)CCn2c(=O)[nH]c3ccccc3c2=O)CC1

Looked up by structure from the list above (two):
OX1R antag-1 | OX1R antag-2 | STK33 kinase inh | canonical_smiles
32 | -12 | -1.1 | COc1ccc(CCNC(=O)c2cc(=O)[nH]c3ccc(Br)cc23)cc1OC
21 | -12 | · | COc1ccccc1NS(=O)(=O)c1cccc(C(=O)N/N=C/c2ccccc2OCC(=O)O)c1

(cont.)
OX1R antag-1 | OX1R antag-2 | STK33 kinase inh | canonical_smiles
24 | -30 | 0.6 | CCOC(=O)Nc1ccc2c(c1)N(C(=O)CCN1CCN(CCO)CC1)c1ccccc1S2
12 | -10 | -0.6 | Cc1ccc(S(=O)(=O)N2CCN(C(=O)c3ccc4nc[nH]c4c3)CC2)cc1
28 | -36 | 1.7 | COc1ccc(N2C(=O)N3[C@H](c4ccc(Br)cc4)[C@@H]4C(=O)N(C(C)(C)C)C(=O)[C@@H]4[C@]3(Cc3ccccc3)C2=O)cc1
33 | -12 | -0.6 | CCOC(=O)C1=C(C)Nc2ncnn2C1c1cc(Br)ccc1F (configuration not stated)
4 | -28 | -1.3 | CCOc1ccc(CN2CCN(Cc3nc4c(s3)CCCC4)CC2CCO)cc1 (configuration not stated)
19 | -7 | -1.5 | Cc1ccc(C2(C)NC(=O)N(CC(=O)Nc3ccc4[nH]c(=O)[nH]c4c3)C2=O)cc1 (configuration not stated)
11 | -26 | 0.8 | CCOc1cc2[nH]c(=O)n(CCc3ccc(OC)c(OC)c3)c(=O)c2cc1OCC
17 | -9 | 1.0 | COc1ccccc1/C=N/NC(=O)Cn1cnc([N+](=O)[O-])n1
14 | -8 | -1.6 | CCOP(=O)(OCC)C(NC(=O)Nc1ccc(Cl)cc1)C(N)=O (configuration not stated)
1 | -12 | 0.4 | Cc1cccc(-c2nnc(SCC(=O)Nc3cc(C)on3)n2C)c1
2 | -9 | -0.1 | Cc1ccc(-c2cc(C(F)F)nc3sc4c(=O)[nH]cnc4c23)cc1
1 | -27 | -2.0 | CCc1ccccc1NC(=O)CCS(=O)(=O)c1ccc2c(c1)CCCN2C(C)=O
42 | -30 | -0.3 | Cc1cccc(N2C(=O)CN(Cc3cccs3)C2=S)c1
29 | -3 | -0.8 | CC(O)Cn1nc([N+](=O)[O-])nc1N (configuration not stated)
35 | -47 | 1.2 | CSc1ccccc1NC(=O)CN(C)C(C)C(=O)NC(=O)NC1CCCCC1 (configuration not stated)
20 | -25 | 0.0 | c1ccc(Nc2cc(-c3ccccc3)nc3ncnn23)cc1
11 | -19 | -2.4 | CC(OC(=O)CCc1nc2ccccc2c(=O)[nH]1)C(=O)c1ccc(Br)cc1 (configuration not stated)
7 | -18 | -1.4 | COc1ccc(NC(=O)c2ccc3c(SCC(=O)O)c4c(nc3c2)CCCC4)cc1Cl
22 | -39 | -0.6 | Brc1cc2c(cc1Br)OCCOCCOCCOCCO2
-3 | -31 | 0.8 | CCOc1ccc(/C=N/NC(=O)c2cc(-c3ccccc3)nc3ccccc23)cc1O
98* | -5 | 0.5 | O=C(CNC(=O)c1ccccc1)N/N=C/c1ccc([N+](=O)[O-])o1
22 | -36 | 0.4 | CCOC(=O)c1cc2c(ccn2C)n1Cc1ccccc1C
-2 | -7 | 1.0 | Cn1cnc(C(=O)N2CCN(C(=O)OC(C)(C)C)CC2)c1C(=O)N1CCN(C(=O)OC(C)(C)C)CC1
9 | 1 | -0.7 | O=C(Nc1cnccn1)c1cccc(C(F)(F)F)c1
6 | 0 | -1.7 | O=C(Cn1cc(F)c(=O)[nH]c1=O)NCCO
4 | -30 | -0.4 | O=C(NCC1CCCN(C(=O)c2cccnc2)C1)c1ccc(-c2ccccc2)cc1 (configuration not stated)
15 | -14 | 1.6 | COCCNC(=O)/C(C#N)=C/c1ccc(SC)cc1
-7 | -5 | -0.2 | NCC(c1ccc(Cl)cc1Cl)c1c[nH]c2ccccc12 (configuration not stated)
11 | 5 | -1.4 | COC(=O)CNc1cccc(C(F)(F)F)c1
8 | 2 | 1.3 | Cc1nnc(SCC(=O)Nc2nccs2)s1
4 | 3 | 2.5 | CCN=C1SC(C(N)=O)CC(=O)N1CC (configuration not stated)
8 | 3 | -0.9 | Cc1cc(C)cc(-n2nnnc2SCC(=O)Nc2nc(-c3ccc(F)cc3)cs2)c1
101* | -13 | -0.7 | Cc1ccccc1-n1nc(C(=O)O)c(C)c(C#N)c1=O
7 | 2 | -2.2 | CN(c1ccccc1)S(=O)(=O)c1ccc(C(=O)OCC(=O)NCc2ccco2)cc1
18 | -13 | 0.5 | CN(CCc1cnn(C)c1)C(=O)C1CCC(=O)N(CC2CCCCC2)C1 (configuration not stated)
12 | -16 | -2.0 | Cc1ccc2nc(C3CCN(CC(=O)N4CCCCCC4)CC3)[nH]c2c1
17 | -27 | · | CCCn1nc(C(=O)OCC(=O)c2ccc3c(c2)NC(=O)CO3)c2ccccc2c1=O
28 | -24 | 1.5 | Cc1ccc2c(Cl)c(C)c(N3CCCC3)nc2n1
27 | -4 | -2.6 | Cc1cccc(C(=O)Nc2nccs2)c1[N+](=O)[O-]
5 | -7 | -0.8 | CC(NC(=O)C1CC1)c1ccc(-c2ccccc2)cc1 (configuration not stated)
14 | -16 | -0.5 | Cc1cccc(Cn2c(-c3ccc[nH]c3=O)nc3ccccc32)c1
11 | 0 | -1.4 | NC1=NC(=O)C2(COC(c3ccncc3)OC2)S1 (configuration not stated)
10 | -5 | 3.2 | CCOc1cc(/C=C2/C(=N)N3C(=NC2=O)SN=C3S(=O)(=O)CC)ccc1OC(=O)c1ccco1
12 | -17 | -1.3 | N#CCC(=O)Nn1c(=S)[nH]c2ccccc2c1=O
0 | -19 | -1.7 | CCc1ccc(C(=O)Nc2cc(S(=O)(=O)N3CCOCC3)ccc2N2CCOCC2)cc1
15 | -10 | 0.0 | Cc1ccc(C)c(NC(=O)c2cc(S(=O)(=O)N3CCCCC3)c[nH]2)c1
14 | -2 | -1.6 | COc1cc2c(C)nc(C)c(C#N)c2cc1OC
-9 | 3 | -1.8 | CCCCc1ccc(NC(=O)Nc2cc(C)nn2C)cc1
10 | 0 | -0.1 | Cc1nc(-c2cccc(C(F)(F)F)c2)sc1C(=O)O
6 | -10 | -0.3 | CC(Sc1nnnn1-c1ccccc1)C(=O)Nc1ccc(N2CCN(C)CC2)cc1 (configuration not stated)
-7 | -25 | -1.0 | CCCC(=O)N(Cc1cc(=O)[nH]c2ccccc12)c1ccc(C)cc1
10 | -27 | -0.3 | COc1ccc(C(=O)OCC(=O)Nc2cc(S(=O)(=O)N3CCOCC3)ccc2N2CCCC2)cc1
24 | -28 | -0.5 | COc1ccc(Cl)cc1S(=O)(=O)N1CCCC(C(=O)NCc2ccccn2)C1 (configuration not stated)
8 | -28 | -0.8 | Cn1c(N)c(C(=O)CSc2nc3ccccc3c(=O)n2CCCN2CCOCC2)c(=O)n(C)c1=O
14 | -13 | -1.5 | CN1CCN(C(=O)c2cccc(-c3cc(O)c4ncccc4c3)c2)CC1
4 | -34 | -0.8 | CCOC(=O)/C(C#N)=C/c1c(N2CCN(Cc3ccc4c(c3)OCO4)CC2)nc2c(C)cccn2c1=O
9 | -7 | -0.6 | COc1ccc(NC(=O)CSc2nnc3ccc(-c4cccnc4)nn23)c(OC)c1
6 | -5 | -0.9 | COc1ccc(N(C(=O)c2ccc(Br)o2)C2C=CS(=O)(=O)C2)cc1 (configuration not stated)
36 | 48* | · | COc1ccccc1C(=O)NC(=S)/C=C1/N(C)c2ccccc2C1(C)C
29 | -13 | -3.8 | CC(=O)Nc1ccc(S(=O)(=O)Nc2ccc(N3CCOCC3)cc2)cc1

Some entries already given with just OX1R antag-2.
SMILES | OX1R antag-2
Cc1nc(-c2cccc(C(F)(F)F)c2)sc1C(=O)O | 0
CC(Sc1nnnn1-c1ccccc1)C(=O)Nc1ccc(N2CCN(C)CC2)cc1 (configuration not stated) | -10
CCCC(=O)N(Cc1cc(=O)[nH]c2ccccc12)c1ccc(C)cc1 | -25

A portion from the list above, as a working copy:
OX1R antag-1 | OX1R antag-2 | STK33 kinase inh | canonical_smiles
6 | -5 | -0.9 | COc1ccc(N(C(=O)c2ccc(Br)o2)C2C=CS(=O)(=O)C2)cc1 (configuration not stated)
36 | 48* | · | COc1ccccc1C(=O)NC(=S)/C=C1/N(C)c2ccccc2C1(C)C
29 | -13 | -3.8 | CC(=O)Nc1ccc(S(=O)(=O)Nc2ccc(N3CCOCC3)cc2)cc1

Continued:
OX1R antag-1 | OX1R antag-2 | STK33 kinase inh | canonical_smiles
38* | -1 | -0.9 | COc1ncc(-c2ccc3c(c2)S(=O)(=O)c2cccc(C(=O)O)c2C3=O)cn1
9 | -16 | -0.3 | Cc1ccc(NCc2ccccc2O)c(C)c1
17 | -13 | 1.4 | CCOC(=O)CCN(c1ccccc1)S(=O)(=O)c1ccc(-c2ccc(=O)[nH]n2)s1
25 | -15 | -3.0 | O=C1SC(SCc2ccccc2)=N/C1=C\c1ccco1
23 | -21 | -2.1 | CCN(CC(=O)NCc1ccc(Cl)cc1)C(=O)c1oc2ccccc2c1C
2 | -6 | -1.3 | CCCN(C1CCS(=O)(=O)C1)S(=O)(=O)c1cc(OC)ccc1OC (configuration not stated)
0 | -4 | -1.5 | N#CC1=C(SCC(=O)Nc2nccs2)NC(=O)CC1c1ccccc1 (configuration not stated)
17 | -19 | · | O=C(NCC(c1cccs1)N1CCOCC1)C1CCN(S(=O)(=O)c2cccc(C(F)(F)F)c2)CC1 (configuration not stated)
20 | -16 | 0.4 | CCN(CC)c1ccc(NC(=O)CSc2nc3ccccc3c(=O)[nH]2)cc1
14 | -21 | 0.2 | OCCC1CN(Cc2ccccc2-c2ccco2)CCN1Cc1ccccc1 (configuration not stated)
20 | -5 | 1.1 | Cc1c(C(=O)Nc2ccncc2)oc2c1C(=O)CC(C)(C)C2
10 | -30 | -0.9 | CON(C)C(=O)CCN(Cc1ccccc1)C(=O)OC(C)(C)C
5 | -24 | · | CN(C)CC(CCCCC(CN(C)C)C(=O)c1ccccc1)C(=O)c1ccccc1 (configuration not stated)
13 | -12 | -0.3 | C/C(CCc1ccc2c(c1)OCO2)=N\NC(=O)c1ccccc1
4 | -4 | · | COc1cccc(CNC(=O)Cc2ccc(S(=O)(=O)N3CCOCC3)s2)c1
24 | -12 | -0.3 | Cc1ccccc1Cn1cnc2c(oc3ccccc32)c1=O
1 | -4 | 0.4 | Cc1ccc(S(=O)(=O)NC2=NCN(Cc3cccnc3)CN2)cc1
